influenza NS1A – NS1A inhibition, H1N1 influenza, cell based functional assay (AID 504329) | NS1A functional cell-based assay, percent inhibition; higher % means a stronger effect | inhibition, % at 12.5 µM, or IC50 in µM where a hit was titrated | 0.3% of 340,000 active; in the data active = a potency from the dose series; inconclusive = inhibition above about 27% without an active follow-up result; note: strong numbers were not always called active
VEEV TC-83 Vero – inhibitors of VEEV TC-83 cytopathic effect, confirmation, Vero cells (AID 588727); Vero cells, VEEV TC-83 cytopathic effect inhibition; higher % means a stronger effect; inhibition, % at 20 µM, or IC50 in µM where a hit was titrated; 0.13% of 350,000 active; in the data active = a potency from the dose series; inconclusive = inhibition mostly from about 14% at the one dose, without a potency; inactive = the rest, 99 in 100 with inhibition below about 12%; note: strong numbers were not always called active
M. tuberculosis HTS – M. tuberculosis growth inhibition, HTS (AID 449762) | M. tuberculosis H37Rv growth inhibition, 7H9 media; higher % means a stronger effect | inhibition, % at 25 µM; hits with a dose series show IC50 in µM | 0.59% of 330,000 active; in the data active = a potency from the dose series; inconclusive = inhibition above about 70% without an active follow-up result;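 note: bacterial growth assessed after seven days of incubation; strong numbers were not always called active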
M. tuberculosis – growth inhibition of non-replicating M. tuberculosis (AID 488890) | one-dose inhibition, % at 25 µM; IC50 in µM for titrated hits | 0.39% of 320,000 active | Mycobacterium tuberculosis non-replicating, growth inhibition; higher % means a stronger effect; in the data active = a potency from the dose series; inconclusive = inhibition mostly from about 82% at the one dose, without a potency; inactive = the rest, 99 in 100 with inhibition below about 76%;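 note: plate controls were DMSO cells for no effect and high antibiotic wells for full effect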
PhoP GFP inhibition – Inhibition of PhoP regulon, Salmonella typhi GFP reporter cells, confirmation, 4 h (AID 1850) | inhibition, % at 50 µM; hits with a dose series show IC50 in µM | 0.33% of 310,000 active | Salmonella Typhi PhoP-promoter GFP reporter, fluorescence, 4 h; higher % means a stronger effect; in the data active = a potency from the dose series; inconclusive = inhibition mostly from about 25% at the one dose, without a potency; inactive = the rest, 99 in 100 with inhibition below about 19%;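 note: 0% = induced wells with vehicle and 100% = uninduced wells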
VEEV TC-83 Vero 10K pilot screen – second read-out of VEEV TC-83 Vero, no call of its own (marks repeat the call); inhibition, %; measured here: 10K pilot screen inhibition
Starred values were filed as active, the others as inactive; i = inactive; ? = inconclusive; nt = no result given; & = joins results of further samples.

SMILES	influenza NS1A	VEEV TC-83 Vero	M. tuberculosis HTS	M. tuberculosis	PhoP GFP inhibition	others
O=C(NCCc1nc2ccccc2[nH]1)/C(=C/c1ccc2c(c1)OCO2)NC(=O)c1ccc(Cl)cc1Cl	-6%	7.3%	?	65%	-5%
COc1ccc(Cl)cc1-c1csc(N)n1	-5%	1.0%	0%	3%	10%
C=CCOC(=O)C1=C(C)NC(SC)=C(C#N)C1c1ccc(OCC)cc1 (configuration not stated)	8%&-7%	2.3%&2.9%	0%	10%	3%
CC(NC1CCCCC1)C(=O)NN=C(c1ccccc1)c1ccccc1 (configuration not stated)	-10%	0.6%	-8%	27%	-3%
CC(C)N(Cc1ccccc1)C(=O)COC(=O)C1CCN(S(=O)(=O)c2ccc3c(c2)OCCO3)CC1	0%	2.7%	4%	10%	10%
CC1(C)Cc2c(sc3nnn(CC(=O)Nc4ccccc4)c(=O)c23)CO1	-7%	0.4%	-8%	-18%	6%
CSc1nc2nccc(-c3ccc(Oc4ccccc4)cc3)n2n1	8%	5.8%	66%	47%	-22%
Cc1ccc(NS(=O)(=O)c2cccs2)c(C)c1	5%	1.3%	-1%	2%	-7%
N#CC1(NC(=O)CSc2nnc(C3CC3)n2C2CC2)CCCCC1	-2%	0.6%	-8%	-13%	nt
FC(F)(F)c1cc(-c2cccs2)nc(-n2cc(Br)cn2)n1	6%	7.7%	2%	14%	-4%
O=[N+]([O-])c1cccc(/C=N/n2c(COc3ccccc3)n[nH]c2=S)c1	-4%	1.7%	-9%	-11%	19%
O=c1[nH]c2ccccc2n1CCC1CCCCC1	18%	i	-2%	17%	4%
COC(=O)c1ccc(C(=O)OC)c(NC(=O)CN2CCC(C)CC2)c1	-3%	0.5%	3%	35%	4%
O=C1NC2(CCCCCC2)C(=O)N1Cc1ccc(F)cc1Cl	7%	1.2%	-2%	8%	4%
CCN(CC)C(=O)Cn1cc(S(=O)(=O)CC(=O)Nc2ccc(F)cc2)c2ccccc21	-12%	0.9%	-3%	-2%	-9%

Retrieved by compound from the entries so far, 3 records:
SMILES	influenza NS1A	VEEV TC-83 Vero	M. tuberculosis HTS	M. tuberculosis	PhoP GFP inhibition	others
CC(C)N(Cc1ccccc1)C(=O)COC(=O)C1CCN(S(=O)(=O)c2ccc3c(c2)OCCO3)CC1	0%	2.7%	4%	10%	10%
CC1(C)Cc2c(sc3nnn(CC(=O)Nc4ccccc4)c(=O)c23)CO1	-7%	0.4%	-8%	-18%	6%
Cc1ccc(NS(=O)(=O)c2cccs2)c(C)c1	5%	1.3%	-1%	2%	-7%

The results go on:
SMILES	influenza NS1A	VEEV TC-83 Vero	M. tuberculosis HTS	M. tuberculosis	PhoP GFP inhibition	others
C#CCOCCOCCOCCNc1nc(N2CCN(C(=O)[C@H](Cc3cc4ccccc4[nH]3)n3cc([C@@H](N)CC(C)C)nn3)CC2)nc(N2CCN(C(=O)[C@H](Cc3cc4ccccc4[nH]3)n3cc([C@@H](N)CC(C)C)nn3)CC2)n1	24%	3.9%	?	?	40µM*
Cc1cccc(NC(=O)c2cc(N3C(=O)CCC3=O)ccc2Cl)n1	0%	i	-6%	4%	-8%
Cc1c(NC(=O)c2nn(C)c(=O)c3ccccc23)c(=O)n(-c2ccccc2)n1C	13%	2.4%	2%	-1%	-2%
Cn1nc(C(C)(C)C)cc1C(=O)NCc1ccc2c(c1)OCO2	11%	i	-10%	-4%	-4%
c1ccc(C2=NCCCN2)cc1	-2%	1.1%	-3%	26%	-6%
O=C(CCN1C(=O)c2ccncc2C1=O)Nc1ccc2c(c1)OCCO2	6%	i	5%	3%	-3%
CC(C)[C@H](NC(=O)Nc1ccc2c(c1)OCCO2)C(=O)O	-7%	i	2%	-1%	-16%
CN(C[C@H](Cc1ccccc1)N(C[C@@H](Cc1cccc2ccccc12)N(CCc1ccccc1)N=O)N=O)N=O	6%	i	-3%	21%	-1%	VEEV TC-83 Vero 10K pilot screen=0.0
CCN(C(=O)CCS(=O)(=O)c1cc2c(cc1Cl)NC(=O)CO2)c1ccccc1	1%	1.2%	-4%	12%	0%
COc1ccc(-c2cnn3c4c(c(C)nc23)CCN4C2CCCC2)cc1OC	-7%	1.6%	17%	29%	-3%
COc1ccc(NC(=O)NC23CC4CC(CC(C4)C2)C3)cc1OC	-2%	3.0%	?	15%	-24%
NC(=O)c1ccc(F)cc1	0%	2.1%	2%	11%	17%
O=C(NCC1CCCO1)c1cccc(Oc2ccc([N+](=O)[O-])cc2)c1 (configuration not stated)	-5%	5.7%	13%	7%	-2%
CNc1oc(/C=C/c2ccccc2)nc1C#N	3%	0.3%	4%	-5%	-26%
COCCCn1c(C)nnc1SCc1ccc(C(C)(C)C)cc1	-3%	1.6%	1%	31%	0%
Cc1ccc(S(=O)(=O)Nc2ccccc2C(O)c2ccccc2)cc1 (configuration not stated)	0%	1.1%	3%	18%	8%
OC[C@@H]1[C@@H](c2ccc(Cl)cc2)C(c2ccccc2)=NN1c1ccccc1	-1%	i	nt	nt	nt
CCOc1c2ccc(C(=O)NCc3ccc(OC)cc3)cc2nn1CCOC	5%	i	-6%	-6%	-4%
CCOC(=O)c1c(C)[nH]c(C)c1C(=O)COC(=O)c1ccc(Cl)nc1	-19%	0.7%	12%	62%	nt
CCOC(=O)CN1C(=O)S/C(=C/c2ccc3c(c2)n(C)c(=O)n3C)C1=O	-5%	3.2%	0%	2%	-8%
Cc1nn2c(nc(N3CCCCC3)c3ccccc32)c1C=O	-16%	3.7%	2%	-10%	-5%
O=C(Cn1c(=O)c2cccn2c2ccccc21)NCc1cccc(F)c1	7%	0.1%	0%	-6%	-7%
CCCc1nc(SCC(=O)Nc2nc3c(s2)CCCC3)c2ccccc2n1	-2%	i	-3%	22%	1%
CCN(C(=O)COC(=O)CCc1ccc(OC)cc1)c1c(N)n(Cc2ccccc2)c(=O)[nH]c1=O	-3%	0.1%	nt	nt	nt
Clc1ccccc1-c1nc(-c2ccc(Br)o2)no1	-16%	1.5%	-1%	38%	-4%
CSCCC(NC(=O)COc1ccccc1)C(=O)N1CCN(c2ccccc2)CC1 (configuration not stated)	-4%	2.5%	-8%	-11%	nt
S=c1nc2c(n[nH]1)c1ccccc1n2CCc1ccccc1	-11%	1.5%	6%	-24%	-7%
Cc1ccc(C)c(Cn2nnc3c(=O)[nH]c(C4CCCN(C(=O)CC(C)C)C4)nc32)c1 (configuration not stated)	5%	i	4%	32%	-9%	VEEV TC-83 Vero 10K pilot screen=6.5
CN1CCc2c(sc3c2c(=O)n(-c2ccccc2)c2nnc(SCc4ccc(F)cc4)n32)C1	13%	i	nt	nt	nt
CN(C)c1ccc(-n2cccc2/C=N/n2cnnc2)cc1	-5%	0.8%	-1%	3%	-1%	VEEV TC-83 Vero 10K pilot screen=1.8
O=C(NCCCn1ccnc1)C(=O)NCC1OCCCN1S(=O)(=O)c1ccccc1 (configuration not stated)	-2%	1.7%	-11%	-15%	-5%
Cc1ccc(NC(=O)Cn2nc(C(=O)O)c3ccccc3c2=O)cc1S(=O)(=O)N1CCCCC1	-2%	1.0%	2%	-12%	nt
O=c1cc(-c2ccccc2)nc(N2CCN(Cc3ccccc3)CC2)[nH]1	10%	0.9%	?	14%	4%
CCn1c(SCC(=O)Nc2sc(C)c(C)c2C#N)nnc1C1CC1	-11%	0.7%	-7%	-8%	9%
COc1ccc(CNS(=O)(=O)c2ccc(-c3cc(C)no3)cc2)cc1	0%	i	7%	42%	-4%
O=C(CNC(=O)c1cccs1)NCC(=O)OCC(=O)c1ccccc1	5%	0.6%	-1%	-3%	7%
COc1cccc(NC(=O)Nc2cc(C)ccc2OC)c1	13%	0.7%	-1%	19%	-8%
O=C(Cn1ncc2c([nH]c3ccccc32)c1=O)N1CCN(c2ccccc2F)CC1	-5%	2.3%	6%	-8%	-35%
COc1ccc(Br)cc1/C=N/Nc1ccc(S(=O)(=O)Nc2ccccc2C(=O)O)cc1[N+](=O)[O-]	14%	3.6%	nt	nt	nt
O=C(c1ccco1)N1CCCSC1=Nc1ccccc1	-2%	2.2%	-8%	3%	-7%
O=C(OCc1ccccc1)c1cccc(-c2nnc(-c3ccccc3)o2)c1	-113%	0.9%	?	52%	-1%
COC(=O)c1nn(-c2ccccc2)ccc1=O	-11%	0.7%	6%	2%	-2%
CC(=O)c1ccc(S(=O)(=O)NC2CCCCCCC2)cc1	5%	2.7%	2%	42%	12%
CCOC(=O)N1CCN(C(=O)C(=O)Nc2ccc3nc4n(c(=O)c3c2)CCCCC4)CC1	1%	5.8%	-14%	nt	10%
COc1ccc(-c2ccncc2)cc1OC	-15%	0.6%	-4%	7%	12%	VEEV TC-83 Vero 10K pilot screen=1.6
O=C(Nc1ncc2c(n1)CC(c1ccco1)CC2=O)c1ccc(Cl)cc1 (configuration not stated)	2%	0.6%	61%	47%	4%	VEEV TC-83 Vero 10K pilot screen=0.9
O=C(Cn1c(-c2cncs2)nc2ccccc21)NCc1ccccc1	-12%	i	-11%	9%	-1%
O=C(NC(=S)N1CCCCC1c1cccnc1)c1ccc(Br)cc1 (configuration not stated)	-15%	i	17%	32%	1%
CCOc1cc(C(=O)NCc2ccc(-c3nc4ccccc4o3)cc2)cc(OCC)c1OCC	23%	8.8%	3%	nt	-4%
CCN(CC)CCCNC(=S)N(Cc1ccco1)Cc1cc2cc3c(cc2[nH]c1=O)OCCO3	nt	nt	56%	24%	0%
CN(C)S(=O)(=O)c1cc(NC(=O)CN2CCN(c3ccccc3O)CC2)ccc1Cl	-4%	7.7%	-8%	12%	4%
Cc1ccc(-n2nc(C)cc2NC(=O)COc2cc(C)cc3oc(=O)c4c(c23)CCC4)cc1	1%	i	3%	21%	0%
Cc1sc2nc(SCC(=O)NCc3ccco3)n(C)c(=O)c2c1C	0%	7.1%	-1%	10%	5%
COc1ccc(NC(=O)c2c(SC)nsc2SC)cc1	1%	0.1%	-6%	-21%	9%
O=C1Cc2ccccc2C(=O)N1Nc1ccccc1	-5%	i	nt	nt	nt

Molecules above that have an aryl methoxy group:
SMILES	influenza NS1A	VEEV TC-83 Vero	M. tuberculosis HTS	M. tuberculosis	PhoP GFP inhibition	others
COc1ccc(Cl)cc1-c1csc(N)n1	-5%	1.0%	0%	3%	10%
COc1ccc(-c2cnn3c4c(c(C)nc23)CCN4C2CCCC2)cc1OC	-7%	1.6%	17%	29%	-3%
COc1ccc(NC(=O)NC23CC4CC(CC(C4)C2)C3)cc1OC	-2%	3.0%	?	15%	-24%
CCOc1c2ccc(C(=O)NCc3ccc(OC)cc3)cc2nn1CCOC	5%	i	-6%	-6%	-4%
CCN(C(=O)COC(=O)CCc1ccc(OC)cc1)c1c(N)n(Cc2ccccc2)c(=O)[nH]c1=O	-3%	0.1%	nt	nt	nt
COc1ccc(CNS(=O)(=O)c2ccc(-c3cc(C)no3)cc2)cc1	0%	i	7%	42%	-4%
COc1cccc(NC(=O)Nc2cc(C)ccc2OC)c1	13%	0.7%	-1%	19%	-8%
COc1ccc(Br)cc1/C=N/Nc1ccc(S(=O)(=O)Nc2ccccc2C(=O)O)cc1[N+](=O)[O-]	14%	3.6%	nt	nt	nt
COc1ccc(-c2ccncc2)cc1OC	-15%	0.6%	-4%	7%	12%	VEEV TC-83 Vero 10K pilot screen=1.6
COc1ccc(NC(=O)c2c(SC)nsc2SC)cc1	1%	0.1%	-6%	-21%	9%

The order is random. Share with any hit: about 1.4%.
